# High-throughput results as filed in PubChem BioAssay.
# MrgX1 agonist = human MrgX1 receptor agonism, primary screen. Q96LB2. B-score at 10 µM. MrgX1-HEK293 cells, Fluo-4 calcium fluorescence, agonist mode; hits give high values. actives 0.44% (n = 310,000);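 active means calcium response B-score plate-corrected fluorescence ratio at least 3 library SD, with starting fluorescence B-score inside 5 SD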
# Target sequence (Q96LB2 whole entry, looked up): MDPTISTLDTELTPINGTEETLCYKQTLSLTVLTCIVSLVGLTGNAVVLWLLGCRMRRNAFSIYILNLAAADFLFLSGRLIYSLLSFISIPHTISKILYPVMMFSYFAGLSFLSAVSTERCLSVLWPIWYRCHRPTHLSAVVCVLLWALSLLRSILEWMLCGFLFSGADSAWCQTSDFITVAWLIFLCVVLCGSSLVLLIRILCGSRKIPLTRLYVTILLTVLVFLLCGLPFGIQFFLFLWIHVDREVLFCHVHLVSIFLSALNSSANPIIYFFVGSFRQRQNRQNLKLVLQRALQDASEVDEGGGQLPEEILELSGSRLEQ
#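 Test system: HEK293 cells stably expressing human MrgX1 receptor; amount: 15,000 cells per well; doses: compound delivered in addition one of three; times: overnight plating before 1 h dye loading; detection: Fluo-4 NW calcium-flux fluorescence, kinetic read; read-out basis: B-scored fluorescence response ratio; controls: positive and negative controls per plate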
# MrgX1 allo act = allosterically activates human MrgX1 receptor signaling; MrgX1-HEK293, Fluo-4 calcium flux, FDSS; hits give high values; B-score at 10 µM; actives 0.63% (n = 310,000); AID 588675;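 active means plate-corrected calcium response at least 3 library SD above typical, normal starting fluorescence, not activating the receptor alone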;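 further: compound read alongside a low EC10 to EC30 dose of BAM8-22 agonist; peak minus trough fluorescence over baseline measured at the second addition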
# MrgX1 antagonist = antagonists of human MrgX1 receptor; B-score at 10 µM; MRGX1-HEK293 calcium flux, Fluo-4, BAM8-22 antagonism; hits give low values; AID 588676; Q96LB2; actives 1.3% (n = 310,000);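 active means calcium-response B-score plate-corrected more than 3 library SD below zero, starting fluorescence within 5 deviations, no agonist response on first addition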;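 further: peak minus trough fluorescence over baseline after final BAM8-22 challenge near maximal dose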
# Active calls of the source: *; i = inactive.
SMILES,MrgX1 agonist,MrgX1 allo act,MrgX1 antagonist
COC(=O)[C@@]12CCCN1[C@H](c1ccc(-c3ccc(OC)cc3)c(OC)c1)[C@@H]1C(=O)N(C)C(=O)[C@@H]12,i,i,i
CCCCCCCN1C(Nc2ccccc2)=NC[C@@H]1C,i,i,i
CSc1nnc2n(-c3ccccc3)c(=O)c3c4c(sc3n12)CCC4,i,i,i
Cc1ccc(S(=O)(=O)N2[C@@H](c3ccccc3F)C(C(=O)O)=CC[C@H]2c2ccc(Cl)cc2)cc1,i,15.6*,i
OCC[C@H]1C[C@H](O)[C@@H](O)[C@]2(OCCc3ccccc32)O1,i,i,i
OCCc1ccc(O)cc1,i,i,i
CCN1CCN=C1Nc1ccccc1,i,i,i
Cc1cc(C)cc(OCC(=O)NNC(=O)CN2C(=O)c3ccccc3C2=O)c1,i,i,i

# One compound at a time (already shown).
# COC(=O)[C@@]12CCCN1[C@H](c1ccc(-c3ccc(OC)cc3)c(OC)c1)[C@@H]1C(=O)N(C)C(=O)[C@@H]12 is entered as MrgX1 agonist = i; MrgX1 allo act = i; MrgX1 antagonist = i
# OCC[C@H]1C[C@H](O)[C@@H](O)[C@]2(OCCc3ccccc32)O1 is entered as MrgX1 agonist = i; MrgX1 allo act = i; MrgX1 antagonist = i

# Ordered by length of the SMILES (high to low): four of the compounds above.
SMILES,MrgX1 agonist,MrgX1 allo act,MrgX1 antagonist
Cc1ccc(S(=O)(=O)N2[C@@H](c3ccccc3F)C(C(=O)O)=CC[C@H]2c2ccc(Cl)cc2)cc1,i,15.6*,i
CSc1nnc2n(-c3ccccc3)c(=O)c3c4c(sc3n12)CCC4,i,i,i
CCCCCCCN1C(Nc2ccccc2)=NC[C@@H]1C,i,i,i
CCN1CCN=C1Nc1ccccc1,i,i,i

# A portion of the library; rates above refer to the full screens.
